ADAM10 inh – human ADAM10 inhibitors, primary screen, biochemical, QFRET, HTS | recombinant ADAM10, EDANS/DABCYL FRET peptide cleavage, 3 h | 0.62% of 370,000 active | Disintegrin and metalloproteinase domain-containing protein 10 (Homo sapiens), O14672 | AID 720582, 2013 | inhibition, % at 7 µM;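 active = inhibition above a per-campaign cutoff equal to the mean of compounds falling between control-based bounds plus 3 SD, cut at about 20% in these data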;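 note: 0% = DMSO wells while the 100% control is not disclosed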
LEDGF integ inh – blockers of LEDGF/p75-dependent integrase strand transfer – biochemical, TR-FRET, high throughput, primary screen; 0.64% of 370,000 active; TR-FRET IN-LEDGF/p75 DNA integration, Eu/Cy5; inhibition, % at 3.7 µM; HIV-1 integrase (with human LEDGF/p75);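 active = inhibition above the screen-wide mean plus 3 SD, cut at about 13% in these data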;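 note: signal is the Cy5 over europium emission ratio at 671 and 618 nm; 0% = plate median of compound wells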
KLK7 zymogen act – proKLK7 zymogen activators, primary screen, biochemical, fluorescence intensity; AID 652039, 2013; 0.9% of 370,000 active; Kallikrein-7 (Homo sapiens), P49862; activation, % at 7 µM; purified proKLK7, EDANS-DABCYL substrate fluorescence; 100% is mature enzyme control, 0% vehicle;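 active = activation above the mean of all tested compounds plus 3 SD, computed per campaign excluding outliers beyond control limits, cut at about 13% in these data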
ARFGAP1 inhibitor – inhibitors of rat ARFGAP1 GAP activity, primary screen, biochemical, fluorescence polarization, GDP tracer; Arfgap1-stimulated ARF1 GTP hydrolysis, GDP FP detection; 0.26% of 360,000 active; AID 651572, 2012; inhibition, % at 16.5 µM;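 active = inhibition above a per-plate limit, mean inhibition of low control wells plus 3 SD, cut at about 25% in these data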;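 note: 0% = DMSO wells with enzyme and 100% = wells lacking Arfgap1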
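Material: truncated rat Arfgap1 GAP domain; Incubation: compound-enzyme preincubation 20 min, reaction 120 min, detection 60 min, 25 °C; Read-out: percent inhibition of Arfgap1-stimulated GTP hydrolysis; Technique: FP, GDP Alexa 633 tracer displaced from anti-GDP antibody, 620/688 nm; Controls: No-Arfgap1 wells (100%) versus DMSO full-reaction wells (0%); Replication: single well per compound.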
PLC-gamma1 inh – PLC-gamma1 enzyme inhibitors, primary screen, biochemical, fluorescence, purified enzyme. 1-phosphatidylinositol 4,5-bisphosphate phosphodiesterase gamma-1 (Homo sapiens), P19174. 0.84% of 370,000 active. fluorogenic substrate. inhibition, % at 12.2 µM; in the data active = inhibition above about 9.5%
ASAP1 inh – inhibitors of human ASAP1 ArfGAP activity, primary screen, biochemical, fluorescence polarization. Arf-GAP with SH3 domain, ANK repeat and PH domain-containing protein 1 (Homo sapiens), …. ASAP1-stimulated ARF1 GTP hydrolysis, GDP FP detection. inhibition, % at 16.5 µM. 0.19% of 360,000 active; in the data active = inhibition above about 25%;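 note: 0% = vehicle with enzyme and substrate and 100% = no enzyme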
DDE Tn6 FP inh – inhibitors of Tn6 peptide binding to fibrin DD(E), primary screen, biochemical, fluorescence polarization, human fibrin, Tn6 probe; Fibrinogen beta chain (Homo sapiens), P02675; Fibrin DD(E) TRITC-Tn6 fluorescence polarization displacement; inhibition, % at 8.3 µM; 0.21% of 370,000 active;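 active = inhibition above a per-campaign cutoff: mean of compounds within control limits plus 3 SD, cut at about 15% in these data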;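 note: 0% = median of all compound wells on the plate and 100% = blocking peptide control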
Target sequence (P02675 whole entry, looked up): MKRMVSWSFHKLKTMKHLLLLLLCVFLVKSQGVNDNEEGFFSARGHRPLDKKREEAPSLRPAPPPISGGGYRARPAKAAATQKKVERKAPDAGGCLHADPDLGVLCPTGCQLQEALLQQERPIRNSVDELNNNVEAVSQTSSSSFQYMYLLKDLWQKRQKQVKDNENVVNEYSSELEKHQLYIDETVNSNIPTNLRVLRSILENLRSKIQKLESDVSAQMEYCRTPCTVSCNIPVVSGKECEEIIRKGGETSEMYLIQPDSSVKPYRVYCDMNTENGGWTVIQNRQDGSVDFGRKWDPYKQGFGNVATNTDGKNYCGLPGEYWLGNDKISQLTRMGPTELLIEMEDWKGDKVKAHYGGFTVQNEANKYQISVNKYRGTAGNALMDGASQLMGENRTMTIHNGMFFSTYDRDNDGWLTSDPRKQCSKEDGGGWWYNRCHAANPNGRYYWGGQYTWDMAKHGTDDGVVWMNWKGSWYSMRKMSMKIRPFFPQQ
TDP2 inh – human TDP2 enzyme inhibitors, primary screen, biochemical, epi absorbance, recombinant enzyme | inhibition, % at 12.8 µM | 0.34% of 370,000 active | T5PNP hydrolysis, p-nitrophenol absorbance 415 nm | AID 720702, 2013;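 active = inhibition above the mean of all tested compounds plus 3 SD, set per campaign, cut at about 25% in these data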;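 note: 0% = DMSO with enzyme and 100% = buffer with substrate but no TDP2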
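Test system: human TDP2 enzyme; Input: 120 nM TDP2 per well; Buffer or medium: Mg2+-containing Tris-HCl buffer, pH 7.5; Reagent: 5 mM T5PNP; Dosing: 12.8 µM single point, 1% DMSO; Incubation: reaction 2 h, 37 °C; Detection: p-Nitrophenol epi absorbance; Read-out: % inhibition relative to enzyme-containing and enzyme-free wells; Replicates: single well per compound.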
ADAM17 inh – ADAM17 inhibitors, primary screen, biochemical, QFRET | recombinant ADAM17, EDANS/DABCYL FRET peptide cleavage | AID 720648, 2013 | inhibition, % at 6.95 µM | Disintegrin and metalloproteinase domain-containing protein 17 (Homo sapiens), P78536 | 0.83% of 370,000 active;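 active = inhibition above the mean of compounds lying between control limits plus 3 SD, set per campaign, cut at about 8.5% in these data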;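 note: 0% = DMSO-only wells as the low control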
Target sequence (P78536 215-824 limits assumed): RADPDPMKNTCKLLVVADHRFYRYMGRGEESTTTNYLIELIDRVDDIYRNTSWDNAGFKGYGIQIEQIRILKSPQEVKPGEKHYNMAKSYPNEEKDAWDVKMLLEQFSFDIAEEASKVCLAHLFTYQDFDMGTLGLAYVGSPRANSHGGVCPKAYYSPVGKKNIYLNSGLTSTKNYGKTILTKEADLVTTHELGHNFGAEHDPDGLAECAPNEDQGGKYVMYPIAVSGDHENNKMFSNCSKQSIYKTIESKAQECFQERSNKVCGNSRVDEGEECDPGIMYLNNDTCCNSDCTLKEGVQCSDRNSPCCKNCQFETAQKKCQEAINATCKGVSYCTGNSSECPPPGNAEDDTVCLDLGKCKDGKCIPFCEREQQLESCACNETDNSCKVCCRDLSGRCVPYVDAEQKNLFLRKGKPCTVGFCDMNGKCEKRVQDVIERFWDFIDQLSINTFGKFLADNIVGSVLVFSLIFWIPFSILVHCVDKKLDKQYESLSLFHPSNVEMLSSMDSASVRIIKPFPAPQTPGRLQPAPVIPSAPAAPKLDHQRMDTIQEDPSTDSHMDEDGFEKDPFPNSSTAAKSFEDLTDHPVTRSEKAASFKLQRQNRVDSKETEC
Tn7 DDE FP – inhibitors of Tn7 peptide binding to fibrin DD(E), primary screen, biochemical, fluorescence polarization, human fibrin, Tn7 probe; FP displacement of FITC-Tn7 peptide from fibrin DD(E); 0% = median of compound wells per plate; inhibition, % at 8.3 µM; 0.13% of 370,000 active; AID 720508, 2013;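 active = inhibition above the mean of compounds falling within the control limits plus 3 SD of them, cut at about 14% in these data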;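 note: 0% = plate median of compound wells and 100% = 10 µM Aha-Tn7 peptide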
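Measure: % inhibition scaled between sample-field median and high-control FP; Test system: human fibrin DD(E); Quantity: 2 µM final DD(E) protein; Doses: one dose, 8.3 µM nominal; Schedule: compound with protein 10 min, then 3 h after probe, room temperature; Detection: fluorescence polarization; Medium: Tris buffer with calcium and detergent, pH 7.8.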
Numbers without * were called inactive; i = inactive.

SMILES | ADAM10 inh | LEDGF integ inh | KLK7 zymogen act | ARFGAP1 inhibitor | PLC-gamma1 inh | ASAP1 inh | DDE Tn6 FP inh | TDP2 inh | ADAM17 inh | Tn7 DDE FP
CCCc1cc(=O)oc2cc(C)cc(OCC(=O)NCC(O)c3ccccc3)c12 (configuration not stated) | -165 | 1 | -1.9 | 7 | -76 | 7 | -4 | -2 | -46 | -5
CCCN(CC(=O)Nc1ccccc1C)C(=O)CCCc1c[nH]c2ccccc12 | -5 | 2 | 0.2 | -1 | 0 | -10 | 5 | -2 | 0 | 0
COC(=O)c1ccc(NS(=O)(=O)NC(=O)c2cn(C)c3ccccc23)cc1 | 5 | 1 | -0.5 | -6 | 1 | -5 | 10 | 3 | 1 | -6
COc1ccc(NC(=O)c2sc3nc(N4CCOCC4)c4c(c3c2N)CC(C(C)C)OC4)c(OC)c1 (configuration not stated) | 6 | -3 | 0.6 | -3 | -17 | 9 | 0 | -7 | 4 | -5
CC(C)(C)n1nnnc1C(c1cccs1)N1CCCc2ccccc21 (configuration not stated) | 7 | -7 | -0.2 | -1 | 9 | -9 | -2 | -10 | 4 | -2
COc1cc(-c2c(C#N)c(N)nc3c2CCCC3)cc(OC)c1OC | -59 | 0 | 0.1 | 6 | -126 | 12 | 1 | -2 | -17 | 3
COCC(=O)Nc1nnc(Cc2ccc(OC)c(OC)c2)s1 | -10 | -4 | 0.1 | -6 | 1 | 8 | 5 | -10 | 1 | -5
CCCCCCn1c(N2CCN(c3ccccc3)CC2)nc2c1c(=O)n(C)c(=O)n2C | 11 | -1 | 0.9 | 11 | 8 | -3 | -6 | -13 | 5 | 2
Cc1ccccc1N(CC(=O)N/N=C/c1ccc(N(C)C)cc1)C(=O)c1ccccc1 | -129 | -1 | -3.1 | 14 | -24 | 5 | 8 | 3 | -38 | 7
CCOC(=O)C1(C)NC(c2ccc(N(C)C)cc2)C2C(=O)N(CC)C(=O)C21 (configuration not stated) | -5 | -1 | -0.1 | 15 | 0 | 5 | 12 | -1 | -2 | 4
Cn1nc(C(C)(C)C)cc1C(=O)NCc1ccc(N2CCCC2=O)cc1 | -4 | -2 | 0.4 | -8 | 0 | 8 | 1 | -4 | -4 | -7
CCOc1ccc(N2CC(C(=O)Nc3nnc(Cc4ccccc4)s3)CC2=O)cc1 (configuration not stated) | -4 | 1 | -0.1 | -2 | -1 | 5 | 0 | 3 | 0 | -5
CCOC(=O)N1CCN(C2=C(NS(=O)(=O)c3ccc(C)cc3)C(=O)c3ccccc3C2=O)CC1 | 6 | 15* | 1.3 | -5 | -3 | 8 | 3 | 42* | -2 | -2
COc1c(C)cc(Br)cc1C(=O)Nc1ccc(Cc2ccncc2)cc1 | 5 | -2 | 0.3 | -2 | 2 | -7 | 4 | 8 | 3 | 5
OC(COc1ccccc1Cl)CN1CCN(CC(O)COc2ccccc2Cl)CC1 (configuration not stated) | 6 | 0 | -0.3 | -11 | 1 | -10 | 0 | 9 | 1 | 2
CCOC(=O)C1=C(C)NC2=C(C(=O)CC(C)(C)C2)C1c1ccsc1 (configuration not stated) | i | 2 | 2.5 | 23 | -334 | -2 | 7 | -14 | -181 | -3
COc1cc(-c2c(-c3cccc(C)c3)oc3ccccc23)cc(OC)c1OC | -43 | -1 | -2.6 | 5 | -14 | -4 | -1 | 11 | -12 | 1
CCC(=O)N1CCCC(C)(C(=O)Nc2ccc(OC(F)F)cc2)C1 (configuration not stated) | 4 | 5 | -0.1 | -2 | 9 | -8 | 3 | -21 | 2 | 0
O=S(=O)([O-])CCC[n+]1c(SCCCS(=O)(=O)O)sc2ccc(Cl)cc21 | -17 | 2 | 0.2 | -5 | 3 | 11 | 11 | -1 | -2 | 6
Cc1ccccc1NC(=O)c1ccc(S(=O)(=O)N(C)C)cc1 | -8 | 3 | 0.3 | -4 | 2 | 11 | 9 | -1 | -2 | 8

Arranged by molecular weight (smallest number first): some entries from above
SMILES | ADAM10 inh | LEDGF integ inh | KLK7 zymogen act | ARFGAP1 inhibitor | PLC-gamma1 inh | ASAP1 inh | DDE Tn6 FP inh | TDP2 inh | ADAM17 inh | Tn7 DDE FP
CCOC(=O)C1(C)NC(c2ccc(N(C)C)cc2)C2C(=O)N(CC)C(=O)C21 (configuration not stated) | -5 | -1 | -0.1 | 15 | 0 | 5 | 12 | -1 | -2 | 4
CCCc1cc(=O)oc2cc(C)cc(OCC(=O)NCC(O)c3ccccc3)c12 (configuration not stated) | -165 | 1 | -1.9 | 7 | -76 | 7 | -4 | -2 | -46 | -5
OC(COc1ccccc1Cl)CN1CCN(CC(O)COc2ccccc2Cl)CC1 (configuration not stated) | 6 | 0 | -0.3 | -11 | 1 | -10 | 0 | 9 | 1 | 2

The listing continues.
SMILES | ADAM10 inh | LEDGF integ inh | KLK7 zymogen act | ARFGAP1 inhibitor | PLC-gamma1 inh | ASAP1 inh | DDE Tn6 FP inh | TDP2 inh | ADAM17 inh | Tn7 DDE FP
CN(C)c1ccc(C=Cc2ccnc3ccccc23)cc1N | 0 | 0 | 2.1 | 6 | -210 | -3 | -9 | -5 | 0 | -8
O=C(Cc1ccccc1)Nc1ccc2c(c1)C(=O)N(CC1CCCO1)C2=O (configuration not stated) | i | 1 | -103 | -4 | -471 | -10 | 7 | -4 | -176 | 0
COc1ccc(Cl)cc1C(=O)Nc1ccc2c(c1)OCO2 | -6 | -1 | -0.5 | 13 | -1 | -2 | -9 | -20 | -4 | -3
CCOC(=O)C1=C(C(=O)OCC)C2N(Cc3ccc(C(F)(F)F)cc3)c3ccccc3[C@@]23C[C@@H](C(=O)OC)N(S(=O)(=O)c2cccs2)C3=N1 (some centres not stated) | -5 | 1 | 1.2 | 8 | -15 | -13 | 1 | -5 | -3 | 3
O=P(c1ccccc1)(c1ccccc1)c1nc(-c2ccc(Cl)cc2)oc1N1CCOCC1 | -181 | -5 | -1.8 | 5 | -65 | 4 | 4 | -10 | -81 | 2
Cc1c(N/C(=N/S(=O)(=O)c2ccc(Cl)cc2)c2ccccc2)c(=O)n(-c2ccccc2)n1C | 2 | -2 | -0.3 | 3 | 0 | 2 | -7 | 5 | -4 | 2
Cn1ccc2c(-c3cccc4ccccc34)cc3c(c21)C1CCC3C1 (configuration not stated) | -178 | 0 | -6.1 | 12 | -54 | 0 | 7 | -7 | -53 | 3
O=C(C1=NN[C@@H]2C(=O)N(c3ccccc3C(F)(F)F)C(=O)[C@H]12)c1ccc2ccccc2n1 | 9 | 2 | 0.3 | -1 | 2 | 7 | -12 | 3 | 5 | 2
O=C(OCCOc1ccccc1)c1n[nH]c2ccccc12 | 0 | -1 | 0.1 | -2 | -3 | 9 | 5 | -10 | 0 | 6
CCCCn1c(N)c(N(CC)C(=O)c2cccc(OCc3ccccc3)c2)c(=O)[nH]c1=O | -22 | 2 | -0.1 | -20 | 2 | -5 | -2 | 0 | -8 | 3
O=C(CCC(=O)c1ccc(F)cc1)NN1C(=O)NC2(CCCCC2)C1=O | -6 | -1 | 0.1 | 11 | -2 | 5 | 1 | 5 | -4 | -10
COc1cc(OC)cc(-c2nc3ccccc3c(=O)n2OC(=O)c2ccccc2C)c1 | 0 | 2 | -0.1 | -11 | -1 | 1 | 1 | 6 | 0 | 0
O=C(O)C1CCC(N2C(=O)C3C4CCC(C4)C3C2=O)CC1 (configuration not stated) | -8 | 0 | -0.4 | 1 | 3 | 6 | -11 | 2 | -1 | 2
COc1ccc(NC(=O)c2cc3ccccc3o2)cc1S(=O)(=O)N1CCCCC1 | -1 | -1 | 0.1 | -3 | -7 | 6 | 0 | -9 | -1 | 1
Cc1cc(Br)cn2c(Cc3ccccc3C(F)(F)F)c(-c3cccc(Br)c3)nc12 | 7 | 5 | 0.1 | -9 | -2 | 2 | -12 | -1 | -1 | 3
COc1ccc(CCNC(=O)C2CCN(S(=O)(=O)c3ccc(C)cc3)CC2)cc1OC | 0 | 0 | 0.2 | 2 | -1 | 3 | 7 | 10 | -2 | 1
Cc1cc(C)c(S(=O)(=O)N2CCN=C2c2ccccc2)c(C)c1 | -9 | 0 | 0.0 | 0 | 0 | -14 | 6 | 8 | -2 | 4
CCCCOc1ccccc1C(=O)N(Cc1ccc(C)o1)C1CCS(=O)(=O)C1 (configuration not stated) | 1 | 3 | -0.3 | 10 | 3 | -2 | 2 | 6 | -1 | -9
CC(C)OCCCNC(=O)c1cccc(NC(=O)c2ccccc2)c1 | -7 | -1 | -0.5 | 9 | -1 | -2 | -6 | 0 | -3 | 2
CN(c1cccc(NC(=O)COc2ccccc2)c1)S(C)(=O)=O | 3 | 1 | -0.2 | 7 | 3 | -9 | 0 | 6 | 0 | -3
CCN(CCCC(=O)c1ccc(F)cc1)CCc1ccccc1 | 13 | 2 | -0.5 | 5 | 4 | 4 | 5 | -4 | -2 | -4
Cc1ccccc1C(=O)Nc1ccc(S(=O)(=O)Nc2onc(C)c2C)cc1 | 13 | 4 | -0.6 | 3 | 4 | -7 | -1 | -2 | -1 | 3
CCCCNC(=O)c1cc(-c2ccc(F)cc2)on1 | 5 | 4 | 0.3 | -13 | 5 | -9 | 5 | -10 | 4 | 8
COC(=O)CN1C(=O)C2(C(C#N)=C(N)Oc3n[nH]c(-c4cccs4)c32)c2ccccc21 (configuration not stated) | -1 | -4 | -0.1 | -7 | 4 | 11 | 4 | 6 | -2 | -3
Cc1cc2c(ncn2C)c(NS(=O)(=O)c2cc(Cl)ccc2Cl)c1C | -8 | -2 | -0.2 | 5 | 7 | -3 | -6 | 2 | -1 | 0
O=C(OC1CC2CC1[C@H]1CCCCN1C2=O)N1CCCCC1 (some centres not stated) | -9 | -3 | -0.5 | 13 | -2 | 2 | 10 | -9 | -3 | 9
CC(C)c1ccc(/C=C/c2[nH]c(=O)[nH]c(=O)c2[N+](=O)[O-])cc1 | 3 | 1 | 0.1 | 1 | 1 | 4 | -6 | -57 | -2 | 1

Screens deposited in PubChem BioAssay by The Scripps Research Institute Molecular Screening Center.
